Screening data: PubChem BioAssay, several laboratories
HePTP inh = human HePTP phosphatase inhibition; actives 0.64% (n = 110,000); P35236; inhibition, % at 20 µM; recombinant HePTP phosphatase activity, OD absorbance; in the data active = inhibition above about 50%;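 also: plate controls were vehicle for no effect and reference inhibitor for full effect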
Target sequence (P35236 whole entry, looked up): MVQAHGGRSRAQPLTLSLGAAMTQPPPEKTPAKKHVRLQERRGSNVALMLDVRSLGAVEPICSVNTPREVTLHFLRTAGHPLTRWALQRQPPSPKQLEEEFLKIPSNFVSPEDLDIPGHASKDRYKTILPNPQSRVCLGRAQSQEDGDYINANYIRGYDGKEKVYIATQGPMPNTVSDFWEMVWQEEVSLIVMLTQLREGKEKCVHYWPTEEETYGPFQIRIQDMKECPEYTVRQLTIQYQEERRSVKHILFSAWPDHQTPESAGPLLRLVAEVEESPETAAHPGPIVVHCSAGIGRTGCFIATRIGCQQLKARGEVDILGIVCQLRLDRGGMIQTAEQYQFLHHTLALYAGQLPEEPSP
BAP1 block = human BAP1 deubiquitinase inhibition; Q92560; recombinant BAP1, Ub-AMC hydrolysis fluorescence kinetic; stronger effect = lower value; activity remaining (% of control), % at 20 µM; actives 0.48% (n = 72,000); AID 436;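 active = activity remaining at or below 50% of control, provided the compound also passes the data quality filters; inactive = the rest, including low values that fail the filters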;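 also: 100% = DMSO wells rate and 0% = substrate alone blank rate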
Target sequence (Q92560 whole entry, looked up): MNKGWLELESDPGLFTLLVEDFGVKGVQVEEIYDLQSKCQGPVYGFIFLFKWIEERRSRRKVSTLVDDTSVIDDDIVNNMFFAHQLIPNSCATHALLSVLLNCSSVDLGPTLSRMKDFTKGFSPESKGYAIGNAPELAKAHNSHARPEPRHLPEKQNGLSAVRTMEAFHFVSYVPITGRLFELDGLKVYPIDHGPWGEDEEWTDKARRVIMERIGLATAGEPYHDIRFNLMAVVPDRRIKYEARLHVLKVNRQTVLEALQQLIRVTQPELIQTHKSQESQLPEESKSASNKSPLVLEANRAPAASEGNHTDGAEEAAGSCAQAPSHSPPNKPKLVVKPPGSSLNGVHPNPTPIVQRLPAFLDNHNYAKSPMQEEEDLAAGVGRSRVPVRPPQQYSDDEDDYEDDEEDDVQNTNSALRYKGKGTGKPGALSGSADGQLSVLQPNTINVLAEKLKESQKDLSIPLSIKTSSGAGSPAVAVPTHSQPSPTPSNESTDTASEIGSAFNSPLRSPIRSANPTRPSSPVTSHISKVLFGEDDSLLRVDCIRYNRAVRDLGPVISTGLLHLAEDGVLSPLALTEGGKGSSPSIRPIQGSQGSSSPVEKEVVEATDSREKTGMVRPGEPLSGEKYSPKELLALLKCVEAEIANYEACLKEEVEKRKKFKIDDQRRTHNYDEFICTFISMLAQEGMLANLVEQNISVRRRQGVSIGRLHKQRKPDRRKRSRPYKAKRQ
The depositor's hits bear a star; / = no result given; & = joins results of further samples.

SMILES	HePTP inh	BAP1 block
C=CCSc1nnc(Cn2c(=O)sc3ccccc32)n1C	0	88
CCN1C(=O)/C(=C\c2ccc(-c3ccc(C(=O)OC)cc3)o2)SC1=S	1	/
COC(=O)c1cc(-c2ccccc2)n(-c2ccccc2)n1	-17	/
COC(=O)CSc1nc(-c2ccccc2)cc(-c2ccco2)c1C#N	9	103
CCCOc1ccccc1NC(=O)c1ccc(N)cc1	3	72&117
O=C(O)CNC(=O)C(CS)Cc1ccccc1 (stereo not drawn)	/	94
COc1ccc(C(=O)Nc2ccc3nn(-c4ccc(F)cc4)nc3c2)cc1OC	-15	/
CCc1nc(-c2ccc(-c3ccc(OC)cc3)nc2OC)no1	6	/
CCOC(=O)N1CCC(Nc2c(NCCCN(CC)c3cccc(C)c3)c(=O)c2=O)CC1	1	79
O=S(=O)(c1ccc(NC(=S)Nc2ccc(F)cc2)cc1)N1CCc2ccccc21	0	/
O=C1CC(c2ccccc2)NC(=O)N1 (stereo not drawn)	3	73
CCCCCC(=O)N/N=C/c1ccccc1	-1	/
CCOc1ccc(C(=O)N2CCN(c3cccc(C)c3C)CC2)cc1	-9	92
CC1CCN(c2ccc(C(=O)NCCc3ccccc3)cn2)CC1	8	108
CC1=NN(c2cccc(C(=O)O)c2)C(=O)/C1=C\c1ccco1	25	/
COc1cccc(C(=O)NNC(=O)CCC(=O)O)c1	4	/
COC(=O)c1cccc(NC(=O)CC(=O)c2ccccc2)c1	0	/
CCC1(C)CC(CCNCc2ccc(N(C)C)cc2)(c2ccccc2OC)CCO1 (stereo not drawn)	10	/
Clc1cccc(Nc2nc3c(s2)CCCC3)c1	-11	/
COc1cccc(C(=O)NC(NC(=S)Nc2ccc(C)cc2)C(Cl)(Cl)Cl)c1 (stereo not drawn)	-4	/
COc1ccc(CN2CCN(c3ccccn3)CC2)c(OC)c1	5	91
CC(C)Oc1ccc(C(=O)Nc2nc(-c3ccc(F)cc3F)cs2)cc1	4	/
Cc1ccc(-c2nnc3ccc(SCC(=O)NCc4ccco4)nn23)cc1	5	64
COc1ccc(NC(=O)COc2ccc(Cl)cc2Cl)cc1	2	/
Nc1nc(NCc2ccccc2)nc(-c2ccccc2)n1	5	65
Cc1ccc2nc(-c3ccc(C)c(NC(=O)c4cccc([N+](=O)[O-])c4C)c3)oc2c1	-5	/
Cc1c(C(=O)N2CCOCC2)oc2c1C(=O)CC(C)(C)C2	3	125
CCOc1ccccc1Nc1cc(C)nc2nc(C)nn12	0	95
O=C(NC1CCCCC1)c1ccc2c(=O)n(CC3CCCO3)c(=O)[nH]c2c1 (stereo not drawn)	10	85
Cc1ccc(C(C)NC(=O)Cc2ccccc2)cc1 (stereo not drawn)	-1	/
O=C1/C(=C/c2ccccc2Cl)SC(=S)N1c1ccc(O)cc1	8	/
Cc1c(NCc2nc3ccccc3[nH]2)c(=O)n(-c2ccccc2)n1C	-4	/
Cc1cccc(NC(=O)CC2SC(N)=NC2=O)c1C (stereo not drawn)	1	/
COCc1nnc(NC(=O)CSc2ccc(C)cc2)s1	3	127
Cc1ccc(NC(=O)c2c([N+](=O)[O-])cnn2C)cc1C	/	74
Cn1c(CNC(=O)c2ccc(F)cc2)nc2ccccc21	-5	93
CCOC(=O)C1=C(C)N=c2s/c(=C\c3ccc(O)c(OC)c3)c(=O)n2C1c1ccc(OC)cc1 (stereo not drawn)	-5	/
CC1(C)Cc2nc(N)c(C#N)cc2CO1	6	/
CCOC(=O)c1sc(C)c2c(=O)n(CC)nnc12	-4	73
CC(C)(C)NC(=O)CN(C(=O)CS(=O)CC(=O)Nc1ccc(F)cc1)c1ccc(Cl)cc1 (stereo not drawn)	11	137
CCOc1ccccc1/C=C1\C(=O)N(CCOC)C(C)=C1C(=O)OC	-9	/
O=[N+]([O-])c1cc(Br)c2nsnc2c1N1CCOCC1	11	/
CCCCCn1c(N(C)Cc2ccccc2)nc2c1c(=O)[nH]c(=O)n2C	-5	96
O=C1c2ccccc2NC(c2ccccn2)N1c1ccc(Cl)cc1 (stereo not drawn)	-4	55
CCCCNc1nc2ccccc2n1CC(=O)N1CCc2ccccc2C1	5	109
COc1ccc(OC)c(NC2=C(Cl)C(=O)N(c3cccc(Cl)c3)C2=O)c1	/	65
CC(C)(C)c1ccc(C(=O)Nc2nnc(-c3ccc(F)cc3)s2)cc1	/	50
CCOC(=O)Nc1sc(NS(=O)(=O)c2ccccc2)nc1C	4	94
Cc1cc(Oc2ccccc2)nc(OCC#N)n1	0	80
O=C(NCc1ccco1)c1ccc2c(=O)n(CCC3=CCCCC3)c(=O)[nH]c2c1	4	/
Cc1ccnc(NC(=O)CCC(=O)N(CC(=O)NCCc2ccccc2)Cc2ccco2)c1	6	105
Cc1ccc(OCC(=O)NCCCN2CCOCC2)c(Br)c1	5	/
CCn1c(SCC(=O)c2ccc(Cl)cc2)nc2ccccc2c1=O	-9	/
Cc1noc(C)c1S(=O)(=O)NCCCN1CCN(Cc2ccccc2)CC1	-3	90
CCn1c2ccccc2c2cc(C=Nc3ccccc3C(=O)Nc3ccccc3)ccc21	-20	/
CC1CC(C)CN(C(=O)/C=C/c2ccc3c(c2)OCO3)C1 (stereo not drawn)	14	/
COCCn1c(C23CC4CC(CC(C4)C2)C3)n[nH]c1=S	2	79
O=C(CCc1ccccc1)Nc1sc2c(c1C(=O)O)CCCC2	5	/
Cc1ccc(C)c(C(O)(c2ccccc2)c2cnc(C(C)C)n2C)c1 (stereo not drawn)	7	143
CCc1nc(SC)[nH]c(=O)c1C	1	71

(next part)
SMILES	HePTP inh	BAP1 block
CC1=C(C(=O)OCC2CCCO2)C(c2ccc(C)o2)C2=C(CC(c3ccc(N(C)C)cc3)CC2=O)N1 (stereo not drawn)	-3	59
O=C(O)CCc1n[nH]c(=O)[nH]c1=O	/	231
Cc1cc(C)cc(NC(=O)COc2cccc(Cl)c2)c1	3	/
COc1ccc(N=C(C)N)cc1	/	123
CCN(CC)c1ccc(/C=N/n2c(=S)[nH]nc(C)c2=O)cc1	0	69
CC1=Nc2cc(C)c(C)cc2NC(=O)C1	/	116
CCn1cc(C(=O)NC2CCCCC2)c(=O)c2cc(S(=O)(=O)N(C)C)ccc21	-4	81
COc1cccc(NC(=O)CN(c2cccc([N+](=O)[O-])c2)S(=O)(=O)c2ccccc2)c1	-7	/
CC(C)COc1ccc(C(=O)Nc2ccc(N3CCOCC3)cc2)cc1	-1	/
CSCc1nnc(NC(=O)c2ccc(S(=O)(=O)N(CC(C)C)CC(C)C)cc2)o1	3	107
CC(C)NC(=O)CN(C)S(=O)(=O)c1ccc(F)cc1	-2	119
CCN1C(=O)c2cccc3c(S(=O)(=O)NCc4ccco4)ccc1c23	-8	76

Sorted by SMILES length (lowest first): 7 of the compounds above.
SMILES	HePTP inh	BAP1 block
O=C1CC(c2ccccc2)NC(=O)N1 (stereo not drawn)	3	73
CC1=Nc2cc(C)c(C)cc2NC(=O)C1	/	116
C=CCSc1nnc(Cn2c(=O)sc3ccccc32)n1C	0	88
Cc1cc(C)cc(NC(=O)COc2cccc(Cl)c2)c1	3	/
CC1CCN(c2ccc(C(=O)NCCc3ccccc3)cn2)CC1	8	108
CC1=NN(c2cccc(C(=O)O)c2)C(=O)/C1=C\c1ccco1	25	/
CCCCCn1c(N(C)Cc2ccccc2)nc2c1c(=O)[nH]c(=O)n2C	-5	96

Profiles from above.
COc1cccc(NC(=O)CN(c2cccc([N+](=O)[O-])c2)S(=O)(=O)c2ccccc2)c1 is listed as HePTP inh = -7; BAP1 block = /
CC(C)NC(=O)CN(C)S(=O)(=O)c1ccc(F)cc1 is listed as HePTP inh = -2; BAP1 block = 119

The results go on:
SMILES	HePTP inh	BAP1 block
CN(C)Cc1cc(C(C)(C)c2cc(CN(C)C)c(O)c(CN(C)C)c2)cc(CN(C)C)c1O	8	87
CCC(c1nnnn1Cc1ccc2c(c1)OCO2)N1CCN(c2ccc(OC)cc2)CC1 (stereo not drawn)	10	96
O=C(CSc1nnc(CNc2ccc(F)cc2)n1Cc1ccco1)N1CCCC1	-2	95
CC1=NN(c2cccc(C(F)(F)F)c2)C(=O)/C1=C/c1cccs1	-11	/
O=C(O)c1ccc(NS(=O)(=O)c2cccc3cccnc23)cc1O	-13	/
COCCNc1nc2c(c(=O)n(C)c(=O)n2C)n1Cc1cccc(C(F)(F)F)c1	9	97
OCc1nc2ccccc2n1CC(O)COc1ccccc1 (stereo not drawn)	3	113
Clc1ccc2oc(-c3ccccn3)nc2c1	1	76
O=C(Nc1nc(-c2ccccn2)cs1)C1COc2ccccc2O1 (stereo not drawn)	3	100
O=C(NCc1ccccn1)c1cc(-c2ccccc2)on1	2	63
O=c1[nH]c(=O)n(Cc2ccc(F)cc2)c(O)c1/C=C1\C=Nc2ccccc21	0	/
O=C(Nc1cccnc1)c1ccc(Oc2ccccc2)cc1	-2	94
Cc1nc2ccccc2c2c1C(=O)N(C(C)C)C2=O	-9	75
CC(C)c1ccc(-c2nnn(Cc3nc4ccccc4s3)n2)cc1	1	77
Cn1c(=O)[nH]c(=O)c2c1nc(SCCO)n2Cc1ccc(Cl)cc1	/	78
Cc1ccc(OCC(=O)N2CCCCCC2)c(C)c1	18	/
Cc1cc(N2C(=O)NC(=O)/C(=C\c3cccc(F)c3)C2=O)ccc1Br	5	/
O=C(NCCN1CCCC1)c1ccc2c(=O)n(CCc3ccccc3)c(=O)[nH]c2c1	9	/
O=c1c2ccccc2nc2n1CCN2	9	67
Cc1cc(C)c2nc(-c3ccccn3)cc(C(=O)NCc3ccco3)c2c1	11	59
COC(=O)C1=C(C)NC(=O)NC1c1ccccc1 (stereo not drawn)	-4	93
CCOC(=O)c1cnc2nc(COc3ccccc3)[nH]n2c1=O	2	91
COc1cc(/C=C(\C#N)c2nc3ccccc3[nH]2)c(Br)cc1O	5	/
COc1cc(CN2CCN(Cc3ccccn3)CC2)cc(OC)c1OC	7	/
COc1cc(/C=C2\SC(=S)N(NC(=O)c3ccc(Br)cc3)C2=O)ccc1O	5	/
O=C(O)C1C2CCC(O2)C1C(=O)N1CCN(c2ccccc2F)CC1 (stereo not drawn)	-9	/
Cc1cc(C)nc(/N=C(/N)Nc2ccccc2C(F)(F)F)n1	1	/
CCNC(=O)C1CC(=O)N(Cc2ccc3c(c2)OCO3)C(=Nc2ccc(F)cc2)S1 (stereo not drawn)	4	95
COc1cccc(S(=O)(=O)N2CCN(c3ccccc3F)CC2)c1	10	90
COc1ccc2oc(=O)c(C(=O)Nc3cccc(Cl)c3C)cc2c1	7	/
Cc1cc(C)n2c(SCC(=O)Nc3ccccc3)nnc2n1	-10	91
O=C(Nc1cc(C(F)(F)F)ccc1Cl)c1nn2c(c1Br)NC(c1cccs1)CC2C(F)(F)F (stereo not drawn)	-21	/
NS(=O)(=O)c1ccc(CCNC(=O)c2cccc(C#CC3(O)CCCCC3)c2)cc1	2	/
Cn1c(C(=O)O)c(CC(=O)Nc2ccc(F)cc2F)c2ccccc21	-3	86
FC(F)(F)c1cnc(Nc2ccc(N3CCOCC3)cc2)c(Cl)c1	6	123
Cc1c(NC(=O)c2nn3c(c2Cl)NC(c2ccc(Cl)cc2)CC3C(F)(F)F)c(=O)n(-c2ccccc2)n1C (stereo not drawn)	1	/
CC(C)c1cc(C=O)cc(C(C)C)c1O	12	/
CCCCN(C(=O)c1ccco1)c1nnc(-c2cc(OC)c(OC)c(OC)c2)s1	-8	65
CN(C)/C=C/c1c(C#N)c(=O)ncn1Cc1ccccc1	3	92
CSCCC(NC(=O)c1ccccc1)c1nc(-c2ccccc2)no1 (stereo not drawn)	2	112
CC(=O)NC(C)C(=O)OCc1ccc(Cl)cc1Cl (stereo not drawn)	10	131
O=C1CCCc2c1nn(-c1ccccc1)[n+]2[O-]	4	107
CCOc1cccc(NC(=O)c2ccc(S(=O)(=O)N3CCCC3)cc2)c1	5	89
Cc1cc(NC(=O)c2ccc(-c3cccc(Cl)c3)o2)ccc1NC(=O)c1ccco1	4	/
COc1ccccc1-n1nc(C(=O)NCc2ccco2)c2ccccc2c1=O	0	98
O=C1NCCCC1C(=O)Nc1ccccn1 (stereo not drawn)	-5	112
CCCc1cc(C(=O)Cc2ccc(C(=O)OCC)o2)c(O)cc1O	10	51
CCCOc1ccc(N2C(=O)C3C4C=CC(C4=C(C)C)C3C2=O)cc1 (stereo not drawn)	-9	/
CCCCN1C(=O)C(O)(CC(=O)c2ccccc2OC)c2ccccc21 (stereo not drawn)	4	91
O=C(NCC1CCCO1)c1nn2c(c1Cl)NC(c1ccco1)CC2C(F)(F)F (stereo not drawn)	1	/
Nc1ccc(Oc2ccc(N)c(N)c2)cc1	-2	/
O=C1CSC(c2ccc(Cl)c(Cl)c2)N1CCN1CCCCC1 (stereo not drawn)	9	/
CCc1ccccc1NC(=O)c1ccc(CN(c2cccc(Cl)c2)S(C)(=O)=O)cc1	-4	/
O=C(CSc1nnnn1-c1ccccc1)CSc1nnnn1-c1ccccc1	7&-15	90
O=C1c2ccccc2C(=O)N1CCC(=O)N(C1CCCCC1)C1CCCCC1	/	158
CCn1ccnc1C(O)(c1ccccc1)c1ccccc1	-20	/
O=C(c1cccc([N+](=O)[O-])c1)c1ccc2c(c1)C(=O)N(c1ccccn1)C2=O	0	60
CCOc1ccc(/C(O)=C2/C(=O)C(=O)N(CCN(CC)CC)C2c2ccco2)cc1 (stereo not drawn)	-3	59
O=C1S/C(=C/c2ccc3c(c2)OCO3)C(=O)N1CN1CCCC1	0	/

Molecules from the list above that contain a thiophene ring, fused or not:
SMILES	HePTP inh	BAP1 block
CCOC(=O)c1sc(C)c2c(=O)n(CC)nnc12	-4	73
O=C(CCc1ccccc1)Nc1sc2c(c1C(=O)O)CCCC2	5	/
CC1=NN(c2cccc(C(F)(F)F)c2)C(=O)/C1=C/c1cccs1	-11	/
O=C(Nc1cc(C(F)(F)F)ccc1Cl)c1nn2c(c1Br)NC(c1cccs1)CC2C(F)(F)F (stereo not drawn)	-21	/
